TNAP act hiacc – activators of human TNAP at high phosphate acceptor concentration; P05186; 200,000 tested, under 10 active; purified TNAP, CDP-star luminescence, 1 M DEA, 30 min; active compounds read high; 0 = EDTA background, 1 = DMSO-only activity; activation factor at 20 µM; AID 1136;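 active = activation factor at least 2 at 20 µM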
Target sequence (P05186 whole entry, looked up): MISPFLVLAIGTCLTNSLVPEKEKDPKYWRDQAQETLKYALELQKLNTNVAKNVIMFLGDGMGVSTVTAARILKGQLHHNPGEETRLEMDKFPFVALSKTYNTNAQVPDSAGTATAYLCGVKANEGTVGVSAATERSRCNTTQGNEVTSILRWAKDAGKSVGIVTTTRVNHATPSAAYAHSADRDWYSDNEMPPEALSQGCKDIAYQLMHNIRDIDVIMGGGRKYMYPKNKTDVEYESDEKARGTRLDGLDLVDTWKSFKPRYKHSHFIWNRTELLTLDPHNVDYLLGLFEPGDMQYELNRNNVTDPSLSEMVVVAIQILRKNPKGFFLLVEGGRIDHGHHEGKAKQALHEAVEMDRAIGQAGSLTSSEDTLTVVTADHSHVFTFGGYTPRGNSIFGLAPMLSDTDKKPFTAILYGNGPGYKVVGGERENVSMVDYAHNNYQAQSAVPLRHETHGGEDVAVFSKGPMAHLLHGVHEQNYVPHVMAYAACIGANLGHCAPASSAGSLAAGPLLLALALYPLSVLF
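system = human TNAP | amount = enzyme diluted 1/800 final | reagent = 100 µM CDP-star substrate | signal = luminescent substrate turnover signal | dosing = one dose, 20 µM | benchmarks = EDTA negative control, DMSO positive control | measure = activation factor | timing = 30 min reaction, room temperature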
L major viab – Leishmania major promastigote growth inhibition; Leishmania major promastigotes, resazurin fluorescence viability; inhibition, % at 10 µM; 200,000 tested, 9% active; AID 1063; in the data active = inhibition above about 50%;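 note: promastigotes grown with compound for 44 hours at 28 °C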
TNAP inh hi DEA – inhibitors of human TNAP at high phosphate acceptor concentration; 200,000 tested, 0.03% active; inhibition, % at 20 µM; purified TNAP, CDP-star luminescence, 1 M DEA; P05186;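 active = over 50% inhibition of tissue-nonspecific alkaline phosphatase at 20 µM in the single-dose screen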;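 note: plate controls were DMSO wells for no effect and EDTA-quenched wells as full inhibition for full effect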
Diaphorase inh – diaphorase inhibition or chemical oxidation counter-screen; diaphorase resazurin-to-resorufin fluorescence, NADH, 16 min; bacterial (C. kluyveri) enzyme, not human; inhibition, % at 20 µM; 190,000 tested, 0.69% active; AID 1217;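 active = primary screen inhibition at 20 µM above a set limit, cut at about 50% in these data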;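 note: plate controls were DMSO with full reaction for no effect and wells lacking NADH for full effect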
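System: Diaphorase enzyme from Clostridium kluyveri | Amount: Enzyme working solution with 0.14 U/mL diaphorase | Benchmarks: No-NADH positive control and DMSO neutral control | Signal: Fluorescence of resorufin formed from resazurin, Ex 544/Em 590 nm | Schedule: 16-min room-temperature incubation before reading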
Diaph act CS – counter-screen for diaphorase-based assays: diaphorase activators and chemical reducers; Diaphorase/resazurin coupled assay, resorufin fluorescence, 16 min; active compounds read high; 1 = vehicle wells, 0 = NADH-free wells; activation factor at 20 µM; 190,000 tested, 0.005% active;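 active = diaphorase activity raised at least twofold by the compound at 20 µM; inactive = activation factor below 2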
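Material: purified diaphorase enzyme from Clostridium kluyveri; Also added: 0.114 mM NADH and 0.1 mM resazurin, final amounts; Doses: single compound dose of 20 µM, 1% DMSO final; Times: 16 min enzyme reaction, ambient temperature; Detection: resorufin fluorescence, excitation 544 nm, emission 590 nm; Measure: increased resorufin signal from activators or reducing compounds.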
PMI activator – increases human mannose-6-phosphate isomerase activity. activation factor at 20 µM. P34949. purified human PMI, coupled resazurin fluorescence, 20 min; active compounds read high; 1 = vehicle control, 0 substrate-free wells. 190,000 tested, 0.005% active;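 active = activation factor of 2 or more at 20 µM, relative to plate controls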
Target sequence (P34949 whole entry, looked up): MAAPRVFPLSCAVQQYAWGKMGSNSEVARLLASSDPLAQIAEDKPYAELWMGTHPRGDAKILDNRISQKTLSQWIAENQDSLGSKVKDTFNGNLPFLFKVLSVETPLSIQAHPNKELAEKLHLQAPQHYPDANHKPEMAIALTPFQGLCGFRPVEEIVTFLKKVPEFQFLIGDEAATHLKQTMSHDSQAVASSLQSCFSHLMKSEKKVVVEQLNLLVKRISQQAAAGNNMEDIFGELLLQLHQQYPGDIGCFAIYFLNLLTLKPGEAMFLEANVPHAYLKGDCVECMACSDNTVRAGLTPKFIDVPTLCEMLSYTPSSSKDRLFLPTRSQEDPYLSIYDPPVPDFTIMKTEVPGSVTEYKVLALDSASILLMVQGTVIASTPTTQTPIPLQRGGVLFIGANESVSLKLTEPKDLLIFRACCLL
TNAP inh noacc – blocks human TNAP activity with no phosphate acceptor present. P05186. inhibition, % at 20 µM. AID 1012. 200,000 tested, 0.26% active. purified TNAP, CDP-star luminescence, 30 min;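 active = tissue-nonspecific alkaline phosphatase inhibition above about 50% at 20 µM in the single-dose screen, limit read from the data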;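 note: 0% = DMSO negative control and 100% = EDTA positive control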
bIAP act – increases bovine intestinal alkaline phosphatase activity. activation factor at 20 µM. purified bovine IAP, CDP-star luminescence, 30 min; active compounds read high; fold of DMSO-control signal, blank-subtracted. AID 1016. 200,000 tested, 0.17% active;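 active = activation factor of 2 or more at 20 µM, a signal rise over negative controls twice the positive control's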
bIAP inhibitor – intestinal alkaline phosphatase (bovine) inhibition | 190,000 tested, under 10 active | purified bovine IAP, CDP-star luminescence, 30 min | inhibition, % at 20 µM;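 active = over 50% inhibition of intestinal alkaline phosphatase at 20 µM in the single-dose screen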
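Assay system: bovine IAP enzyme; medium: DEA buffer 100 mM, pH 9.8, with MgCl2 1.0 mM, ZnCl2 0.02 mM; doses: 20 µM single dose; incubation: enzyme reaction for 30 min at room temperature; detection: CDP-star luminescence signal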
PMI act hi M6P – activators of human phosphomannose isomerase at near-saturating mannose 6-phosphate; P34949; coupled PMI enzyme assay, resazurin fluorescence, 20 min; active compounds read high; 1 = untreated enzyme, 0 = substrate-free blank; activation factor at 20 µM; 190,000 tested, 0.34% active;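 active = activation factor of 2 or more at 20 µM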
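Material: human phosphomannose isomerase with PGI, G6PDH, diaphorase coupling enzymes. Quantity: 15 ng/mL PMI. Medium: HEPES pH 7.4 buffer with MgCl2 and Tween-20. Reagent: Near-saturating mannose-6-phosphate, 1.0 mM. Compound: 20 µM single dose. Times: enzyme reaction with compound 20 min at room temperature. Detection: resorufin fluorescence at Ex 544/Em 590 nm.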
The depositor's hits bear a star; . = no result given.

Each structure is followed by: TNAP act hiacc	L major viab	TNAP inh hi DEA	Diaphorase inh	Diaph act CS	PMI activator	TNAP inh noacc	bIAP act	bIAP inhibitor	PMI act hi M6P
1: CC(=O)C1=C(C)NC(=O)CC1c1ccc(Br)cc1 (stereo unspecified)
  1	-8	-3	3	1	1	-6	1	-4	1
2: CC(=O)NC1=NN(C(C)=O)C(c2ccccc2)S1 (stereo unspecified)
  1.1	-5	-6	14	0.9	0.9	-9	1	0	0.9
3: CCCc1cc(-c2n[nH]c(=S)n2C(C)c2ccccc2)cs1 (stereo unspecified)
  1	0	-3	31	0.7	0.8	13	1.2	-20	0.9
4: C(=N\N1CCN(C(c2ccccc2)c2ccccc2)CC1)/c1ccc2c(c1)OCO2
  1.1	-6	-8	12	0.9	0.9	-10	1	4	0.9
5: CCOC(=O)N1CCN(C(=O)c2cc(-c3ccc(OCC)cc3)nc3ccccc23)CC1
  1.1	23	-5	20	0.8	0.9	-16	1.1	-9	0.9
6: Cc1[nH]c2ccccc2c1/C=C(\C#N)C(=O)NC(C)c1ccccc1 (stereo unspecified)
  1	1	-3	14	0.9	0.8	6	0.8	18	0.9
7: CC(C)OCCCNCc1cccs1
  1.1	-7	-6	13	0.9	1	-10	1.1	-6	1.1
8: C/C=C(/C)C(=O)O[C@@H]1[C@H](OC(C)=O)c2c(ccc3ccc(=O)oc23)OC1(C)C
  1	8	-2	13	0.9	1	-8	1	0	1
9: CC(=O)c1c(C(C)=O)c(C)n(Cc2ccccc2)c1C
  1	2	-3	-3	1	1	-8	1	1	1.1
10: O=c1c2c(-c3ccco3)csc2nc(SCc2cn3cccnc3n2)n1-c1ccccc1
  1	27	-3	22	0.8	1	1	1	3	1
11: COC(=O)c1cccc(NC(=O)c2cccc(OC)c2)c1
  1	3	-1	10	0.9	0.9	-5	0.8	23	0.9
12: CCOC(=O)C1CCN(c2cc(=O)n(Cc3ccc(F)cc3)c(=O)[nH]2)CC1
  1	-7	-3	9	0.9	0.9	-14	0.9	10	0.9
13: [O-][n+]1c2c(c3c4non(O)c4ccc31)CCCC2
  1.1	-7	-10	26	0.7	0.8	9	0.5	49	0.8
14: O=C(COc1ccccc1)NC(=S)N1CCc2ccccc21
  1	-2	0	19	0.8	1	-1	0.4	.	0.9
15: Cn1c(-c2ccc3nc(N)sc3c2)nc2cc(N)ccc21
  1.1	34	-9	-2	1	1	-13	0.9	10	1

Each structure is followed by: TNAP act hiacc	L major viab	TNAP inh hi DEA	Diaphorase inh	Diaph act CS	PMI activator	TNAP inh noacc	bIAP act	bIAP inhibitor	PMI act hi M6P
16: O=[N+]([O-])c1ccc(-c2cnc(NO)nc2)cc1
  1	-3	0	16	0.8	0.8	4	0.8	19	0.9
17: COc1ccc2oc(C(=O)CCC(=O)O)c(N)c2c1
  1.1	-3	-9	16	0.8	1.3	-13	1	3	1.1
18: CCOC(=O)c1sc(NC(=O)CSc2nc3c(c(=O)n2-c2ccccc2)SCC3)c(C(=O)OCC)c1C
  1	22	-1	12	0.9	1	1	0.9	10	0.9
19: Cc1ccc(-c2cccc(CN3CCN(C(C)C)C(CCO)C3)c2)o1 (stereo unspecified)
  1	37	-2	-3	1	0.9	-6	1	0	1
20: N#Cc1c(C(F)(F)F)cc(-c2cccs2)nc1SCc1cccnc1
  1	2	2	0	1	0.9	2	0.9	7	0.9
21: Cc1ccc(CN2CCNC(=O)C2CC(=O)O)o1 (stereo unspecified)
  1.1	-8	-6	22	0.8	0.9	-14	0.9	6	0.9
22: Cc1ccc(S(=O)(=O)N2CCN(S(=O)(=O)c3ccc4c(c3)OCCO4)CC2)cc1
  1	0	0	4	1	1.1	-8	1	0	1
23: CC(C)N1CCC(=NNC(=O)c2ccc(Br)o2)CC1
  1	3	1	8	0.9	0.9	-2	1	-3	0.9
24: Cc1ccccc1C(=O)Nc1cccc(C(=O)N/N=C/c2cc(Cl)cc([N+](=O)[O-])c2O)c1
  0.7	1	29	16	0.8	1.4	35	0.8	22	1.2
25: O=[N+]([O-])c1ccccc1Sc1nccn1Cc1ccccc1
  1	20	-2	-4	1	1	-6	1	-4	1
26: Cc1noc(C)c1C(=O)NCc1ccccc1F
  1	-5	-2	-6	1.1	1.1	-14	1	-4	1.1
27: CCOC(=O)c1c(C)nc2ccccc2c1C
  1.1	-4	-6	-5	1	1.2	-11	0.9	7	1.2
28: Cc1ccc(S(=O)(=O)Oc2ccccc2/C=N/O)cc1
  1	7	-3	25	0.8	0.8	-8	0.8	16	0.8
29: C/C(=N\NC(=O)C1CC1)c1cccnc1
  1	-8	-1	10	0.9	1	-4	0.9	11	1
30: CCOC(=O)N1CCN(S(=O)(=O)c2ccc(OCC(=O)OC)cc2)CC1
  1.1	1	-6	16	0.8	0.9	-14	0.9	8	1

Of the compounds above, these have four or more nitrogen atoms.
Each structure is followed by: TNAP act hiacc	L major viab	TNAP inh hi DEA	Diaphorase inh	Diaph act CS	PMI activator	TNAP inh noacc	bIAP act	bIAP inhibitor	PMI act hi M6P
10: O=c1c2c(-c3ccco3)csc2nc(SCc2cn3cccnc3n2)n1-c1ccccc1
  1	27	-3	22	0.8	1	1	1	3	1
15: Cn1c(-c2ccc3nc(N)sc3c2)nc2cc(N)ccc21
  1.1	34	-9	-2	1	1	-13	0.9	10	1
16: O=[N+]([O-])c1ccc(-c2cnc(NO)nc2)cc1
  1	-3	0	16	0.8	0.8	4	0.8	19	0.9
24: Cc1ccccc1C(=O)Nc1cccc(C(=O)N/N=C/c2cc(Cl)cc([N+](=O)[O-])c2O)c1
  0.7	1	29	16	0.8	1.4	35	0.8	22	1.2

Next part:
Each structure is followed by: TNAP act hiacc	L major viab	TNAP inh hi DEA	Diaphorase inh	Diaph act CS	PMI activator	TNAP inh noacc	bIAP act	bIAP inhibitor	PMI act hi M6P
31: CCCC1C2CN(C(C)C)CC=C2C(C#N)=C(N)C1(C#N)C#N (stereo unspecified)
  0.9	76*	11	35	0.7	0.7	-18	0.9	11	0.4
32: CC(=O)c1nn(-c2cccc(Br)c2)cc1C(=O)c1ccc(Cl)cc1
  1	-11	-3	11	0.9	1	-6	1	-2	0.9
33: Cc1ccc(NC(=O)CSc2ncnc3ccccc23)cc1S(=O)(=O)N1CCCCC1
  1	6	0	16	0.8	1	-13	0.9	9	1
34: O=C(CN1CCN(c2ccccc2)CC1)Nc1ccc(OCc2ccccc2)cc1
  1	7	-1	24	0.8	0.8	-9	0.9	10	0.8
35: Cc1onc(-c2ccccc2)c1C(=O)Oc1cccnc1
  1	-5	-3	8	0.9	0.9	-12	0.9	7	1
36: Cc1ccccc1C(=O)NCC(=O)NNC(=S)NC(=O)c1ccccc1C
  1.1	-2	-7	30	0.7	1	-14	1	2	1.1
37: Cn1c2c(c(=O)n(C)c1=O)C(c1ccc(Br)cc1)Nc1ccccc1O2 (stereo unspecified)
  1.1	11	-8	23	0.8	0.9	-15	1	1	0.9
38: CCOC(=O)c1c(C)[nH]c(C(=O)COC(=O)CNC(=O)c2ccc(Cl)cc2Cl)c1C
  1.1	52*	-6	-5	1.1	1.1	-6	0.8	25	1.1
39: CCc1cc2c(NCCO)ncnc2s1
  1	-4	-1	0	1	1.1	1	1	3	1
40: Cc1ccc(NC(=O)CSc2nnc(Cn3cnc4ccccc43)o2)cc1
  1	-8	-1	14	0.9	1	-11	1	3	1
41: O=C(Oc1cccc(N2C(=O)CCC2=O)c1)c1ccccc1
  1	-5	0	9	0.9	0.9	-7	1	-2	0.9
42: Cc1cc(C)n(-c2c(F)c(F)c(COC(=O)c3ccccc3)c(F)c2F)n1
  1	1	-4	5	0.9	0.9	-15	0.9	9	1
43: O=C(Cc1cccs1)NCCSc1c(-c2ccc(Cl)cc2)[nH]c2ccccc12
  1.1	29	-9	3	1	1	-29	1.1	-5	0.9
44: Fc1cccc(Cl)c1CSc1ccc(-c2cccnc2)nn1
  1	2	-2	21	0.8	0.9	-6	0.9	8	0.9
45: O=C(N/N=C\c1ccc(CNS(=O)(=O)c2ccccc2)o1)C(=O)Nc1ccc(F)cc1
  1	-4	-1	-5	1	1	-31	0.6	39	1.1

Each structure is followed by: TNAP act hiacc	L major viab	TNAP inh hi DEA	Diaphorase inh	Diaph act CS	PMI activator	TNAP inh noacc	bIAP act	bIAP inhibitor	PMI act hi M6P
46: CCCCNCCOCCOc1ccccc1-c1ccccc1
  1	92*	1	10	0.9	1	-10	0.9	8	1.1
47: Cc1c(C(=O)NCc2ccc3c(c2)OCO3)sc2nc(-c3ccc(F)cc3)cn12
  1	26	-2	14	0.9	0.9	-11	0.9	8	0.9
48: CC(OC(=O)c1cc2sccc2n1C)C(=O)NCc1ccc(F)cc1 (stereo unspecified)
  1	-1	-3	6	0.9	0.8	-9	0.8	19	0.9
49: Cc1nc(CNC(=O)CC2C(=O)NCCN2Cc2cccc(Oc3ccccc3)c2)cs1 (stereo unspecified)
  1.1	-5	-6	26	0.7	1	-13	1.4	-39	0.7
50: CSCC[C@H](NC(=O)C(C)(C)Oc1ccc(Cl)cc1)c1nc2ccccc2[nH]1
  1	10	0	1	1	0.9	11	1.1	-10	1.1

Assay outcomes (PubChem)
